# Cav3 T inh – human Cav3.2 channel inhibition, primary screen | O95180 | Cav3.2-expressing cells, Fluo-4 calcium fluorescence FDSS; active compounds read low | B-score at 10 µM | 100,000 compounds, 4% hits;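 active = single-dose well whose peak fluorescence ratio is a statistical outlier from its plate by either plate-standardised score or position-corrected B-score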
# * marks the source's active call; other numbers are inactive results. These rows are one share of the data. The share of hits here may be higher or lower than overall.
SMILES,Cav3 T inh
CC(=O)N1CCC2(CC1)C(C#N)=C(N)OC1=C2C(=O)CC(C)(C)C1,-1.7
COc1cc(C2c3c(-c4ccccc4)n[nH]c3C(=O)N2c2ccccc2)ccc1O (stereo unspecified),-1.1
CCC1CCCCN1C(=O)CSc1nnc(CNC(=O)COc2ccc(Cl)cc2)o1 (stereo unspecified),-0.93
Cc1ccc(/C=N/Nc2ccc3c(C(F)(F)F)cc(C(F)(F)F)nc3n2)cc1,-0.16
CCCNC(=O)c1c(C)cc(=O)oc1C,-0.49
COc1cccc(CNc2nc3ccccc3n2CCN2CCCCC2)c1,1.3
CCNC(=O)N1c2ccc(OCC)cc2C(C)=CC1(C)C,-0.13
Cn1ncc2nc[nH]c(=O)c21,1.1
O=c1c(-c2ccccc2)c(O)nc2ccccn12,0.47
O=C1CC(c2cccs2)CC(O)=C1C=NCCN1CCNCC1 (stereo unspecified),-0.014
CCC(=O)N=c1sc2c(C)cc(C)cc2n1CC(=O)OC,-3.5
O=C(COC(=O)C1=COCCO1)Nc1ccc(Oc2ccccc2)cc1,-0.18
Cc1cc(C)n(-c2nc3c(c(=O)[nH]c(=O)n3C)n2CC(O)COc2ccc(Cl)cc2Cl)n1 (stereo unspecified),0.43
CCOC(=O)c1[nH]c2ccc(F)cc2c1NC(=O)Nc1ccccc1OC,-0.8
CC(C)Oc1ccc(C(=O)Nc2cc(=O)n(C)c(=O)n2C)cc1,0.71
CCC(C(=O)O/N=C(\N)c1ccc(Cl)cc1)c1ccccc1 (stereo unspecified),-5.6*
Cc1ccc2cc3c(NC(=O)CC(C)C)nn(C)c3nc2c1,1
Cc1ccc(NC(=O)C2CC=CCC2C(=O)N2CCCCC2)cc1 (stereo unspecified),0.56
CC(C)(C)NS(=O)(=O)c1ccc(NC(=O)NC2CCCCC2)cc1,-0.83
Cc1ccc(CSc2nc3ccccc3cc2C=O)cc1,0.053
Cc1ccc(CNC(=O)C2C3C=CC4(CN(Cc5cccnc5)C(=O)C24)O3)cc1 (stereo unspecified),0.044
COc1ccc(C(=O)CSc2nnc(-c3ccc(S(=O)(=O)N4CCOCC4)cc3)o2)cc1,0.16
Cc1ccc(NC(=O)CC2SC(=O)N(c3ccccc3)C2=O)cc1 (stereo unspecified),0.019
COc1ccccc1C(=O)Nc1ccc(-c2nnc(SCC(=O)O)n2C)cc1,0.06
CNC(=S)NNC(=O)Cc1ccc(OC)c(OC)c1,0.039

# Reformatted with each value named: four of the compounds above
SMILES: Cc1ccc(CNC(=O)C2C3C=CC4(CN(Cc5cccnc5)C(=O)C24)O3)cc1 (stereo unspecified)
  Cav3 T inh = 0.044
SMILES: COc1ccc(C(=O)CSc2nnc(-c3ccc(S(=O)(=O)N4CCOCC4)cc3)o2)cc1
  Cav3 T inh = 0.16
SMILES: Cc1ccc(NC(=O)CC2SC(=O)N(c3ccccc3)C2=O)cc1 (stereo unspecified)
  Cav3 T inh = 0.019
SMILES: COc1ccccc1C(=O)Nc1ccc(-c2nnc(SCC(=O)O)n2C)cc1
  Cav3 T inh = 0.06

# In the list so far, 2 contain fluorine.
SMILES,Cav3 T inh
Cc1ccc(/C=N/Nc2ccc3c(C(F)(F)F)cc(C(F)(F)F)nc3n2)cc1,-0.16
CCOC(=O)c1[nH]c2ccc(F)cc2c1NC(=O)Nc1ccccc1OC,-0.8

# Next structures
SMILES,Cav3 T inh
Cc1ccc(NC(=O)COC(=O)C2CCC(=O)N2)c(S(=O)(=O)N2CCOCC2)c1 (stereo unspecified),1.2
Cc1csc2nc3cc(C(N)=O)ccc3c(=O)n12,0.12
Cc1cn2nc(N)c3ccccc3c2n1,0.078
CCC(CC)C(=O)Nc1c(C)n(C)n(-c2ccccc2)c1=O,1.1
O=C(Nc1ncnc2sc3c(c12)CCCCC3)c1ccccc1,-2.9
CCC1(c2ccccc2)NC(=O)N(CC(=O)Nc2cccc(C#N)c2)C1=O (stereo unspecified),-1.2
CCOC(=O)C1CCCN(C(=O)CSc2nccn2C)C1 (stereo unspecified),0.43
O=C(CSc1nnc(-c2cccnc2)n1Cc1ccccc1)N1CCOCC1,-0.08
Cn1c(SCC(=O)Nc2cccc(O)c2)nnc1-c1ccc(S(=O)(=O)N2CCOCC2)cc1,-0.22
O=C(NCC(=O)N(Cc1cccs1)C(C(=O)NC1CCCCC1)c1ccco1)c1ccco1 (stereo unspecified),0.49
C=CCc1c(C)[nH]c2ccc(C)cc2c1=O,0.32
COc1ccc(OCC(=O)Nc2ccccc2OC)cc1,-1
CC(C)C(NS(=O)(=O)c1ccc2c(c1)oc(=O)n2C)C(=O)N1CCN(C2CCCCC2)CC1 (stereo unspecified),-1.4
CN(C(=O)c1ccc(=O)[nH]c1)C1(C(=O)NC2CCCCC2)CCCCC1,-0.96
CCCCn1c(-c2csc3c2CCC(C)C3)n[nH]c1=S (stereo unspecified),-1.6
O=C(CCN1CCN(c2ccccc2)CC1)Nc1cccc(Br)c1,-2.8
O=C(CCc1ccccc1)Nc1nnc(-c2ccc3c(c2)CCCC3)o1,-2.2
CCOn1c(=O)c(-c2ccc(OC)cc2)[n+]([O-])c2ccccc21,-0.32
CCOC(=O)N1CCN(CCC(=O)Nc2ccc(OC)cc2OC)CC1,0.026
Cc1ccn2cc(CCNS(=O)(=O)c3ccc4c(c3)CCCC4)nc2c1,-0.31
CCOC(=O)CN(C(=O)CN1CCC(n2nnc3cc(C)ccc32)CC1)c1ccccc1,0.7
O=C1c2cccnc2-c2ncccc21,0.32
Cc1ccc(S(=O)(=O)n2nc(OC(=O)c3ccco3)cc2N)cc1,0.02
O=C1CC(N2CCOCC2)C(=O)N1CCN1C(=O)CC(N2CCOCC2)C1=O (stereo unspecified),-0.27
Cc1cccc(NC(=S)N2CCC(C(=O)c3ccc(F)cc3)CC2)c1C,-3.2

# Later entries:
SMILES,Cav3 T inh
Cc1ccc(S(=O)(=O)NCCNC(=O)C2CCCNC2=O)cc1 (stereo unspecified),1.1
CC(=O)Nc1c(O)nc(SCC(=O)Nc2sc3c(c2C#N)CCCCCC3)[nH]c1=O,-0.18
CS(=O)(=O)N(CC(=O)NCCSC1CCCCC1)c1ccc2c(c1)OCO2,-2.1
Cc1ccc(S(=O)(=O)N2CCC(C(=O)N3CCC[C@H]3C(=O)NCc3ccccc3)CC2)cc1,0.34
O=C(NCN1C(=O)C2C3C=CC(C3)C2C1=O)OC1CCCCC1 (stereo unspecified),0.47
Cc1ccc(C(=O)N(c2ccccn2)C(C)c2ccco2)cc1 (stereo unspecified),-0.022
CC(C)N1CC23C=CC(O2)C(C(=O)OCc2ccccc2)C3C1=O (stereo unspecified),0.26
c1ccc(-c2nc(N3CCNCC3)nc3ccccc23)cc1,0.6
O=C(CSc1n[nH]c(-c2ccccc2)n1)c1ccc(O)c(O)c1,0.23
O=C(NCC1CCCO1)c1cc(C(=O)C2CC2)c[nH]1 (stereo unspecified),0.39
COc1cc(SC)ccc1C(=O)OC1CCOC1=O (stereo unspecified),0.36
O=C(COC(=O)C1CCCCC1)Nc1ccc(N2CCCCC2)cc1,-0.038
COc1ccccc1CN(C(=O)c1ccco1)C(C(=O)NC1CCCC1)c1ccncc1 (stereo unspecified),0.32
O=C(Nc1nc(-c2cccc([N+](=O)[O-])c2)cs1)C(c1ccccc1)c1ccccc1,-1.7
NS(=O)(=O)c1ccc(C(=O)O)cc1,0.2
COc1cc(C(=O)N2CCC(c3nc(-c4cccnc4)no3)CC2)cc(OC)c1OC,-0.2
CC(C)CCNC(=O)[C@H](CSCc1ccccc1)N1Cc2ccccc2C1=O,-3.8*
CCn1ncc(Br)c1C(=O)Nc1cc(C)ccc1F,-0.3
CC(=O)Oc1cccc(N2C(=O)C3C4C=CC(C4)C3C2=O)c1 (stereo unspecified),0.0015
CCc1nc(NCCN2CCOCC2)c2oc3ccccc3c2n1,1.4
Cc1cccc(NC(=O)Cn2c(C)c(C#N)c3ccccc32)c1C,-1.4
O=S(c1ccc2ccccc2c1)c1cnns1 (stereo unspecified),0.81
NC(=O)c1ccsc1NC(=O)COc1ccccc1,-0.54
CC(=O)N1C2CCCCC2S[C@H]2CCCCC21 (stereo partly specified),0.59
N#Cc1c(NC(=O)CSc2nnc(-c3ccncc3)n2CC2CCCO2)sc2c1CCCC2 (stereo unspecified),-1.6

# Next part, starting with the last six of the part before.
SMILES,Cav3 T inh
CCc1nc(NCCN2CCOCC2)c2oc3ccccc3c2n1,1.4
Cc1cccc(NC(=O)Cn2c(C)c(C#N)c3ccccc32)c1C,-1.4
O=S(c1ccc2ccccc2c1)c1cnns1 (stereo unspecified),0.81
NC(=O)c1ccsc1NC(=O)COc1ccccc1,-0.54
CC(=O)N1C2CCCCC2S[C@H]2CCCCC21 (stereo partly specified),0.59
N#Cc1c(NC(=O)CSc2nnc(-c3ccncc3)n2CC2CCCO2)sc2c1CCCC2 (stereo unspecified),-1.6
COc1ccccc1NC(=O)N1CCCC1C(=O)NCc1ccc2c(c1)OCO2 (stereo unspecified),1.5
COc1ccccc1NC(=O)c1ccc(N)cc1,-4.2*
O=C(Nc1ccc(F)cc1)C1CCCCC1,-0.067
CCOC(=O)C1Nc2ccccc2C2C(O)C(O)CC12 (stereo unspecified),-0.068
CCO/C=N/c1c(C#N)c2c(c(=S)n1C)COC(C)(C)C2,-0.5
OCC(O)C(O)C(O)C(O)C1NCCS1 (stereo unspecified),1.1
CSc1nnc2c(n1)OC=Nc1ccccc1-2,0.18
Cn1c(=O)c2c(nc(CN3CCN(C(c4ccccc4)c4ccccc4)CC3)n2CC(N)=O)n(C)c1=O,0.43
COc1cccc(N2CCN(Cc3nc(N)nc(Nc4ccccc4)n3)CC2)c1,-1.9
Cc1cc(C)n2cc(CSCc3ccco3)nc2n1,0.63
O=C(NCCO)c1ccc2nc(-c3ccco3)c(-c3ccco3)nc2c1,0.5
CCOc1ccc(OCc2ccc(C(=O)N3CCCC3)o2)cc1,-0.06
CCC(=O)Nc1ccc2nc(SCC(=O)N3CCCC3)sc2c1,0.05
CCNc1nc(NC(C)C)nc(OCCOC(=O)Nc2ccccc2)n1,-1.7
COc1cc(C(=O)Oc2cccc(C)c2)cc(OC)c1OC,-0.021
Nc1c(S(=O)(=O)c2cccc(Cl)c2)c2nc3ccccc3nc2n1/N=C/c1ccc(O)c(O)c1,-0.7
Cc1cc(Nc2ccccc2)nc2cc(O)ccc12,-2.9
COc1ccc(S(=O)(=O)Nc2ccc3c(c2)OCO3)cc1C,-1.9
COc1ccc(-c2n[nH]c(C)c2-c2ccc(OC)c(OC)c2)c(O)c1,-1
O=C(NCc1ccccc1)[C@]1(C(F)(F)F)C[C@H](CCc2ccccc2)CCCO1,-2
COc1ccc(CNC(=O)c2ccc(-c3ccccc3)cc2)cc1,1.3
Cn1nnnc1P(=O)(c1ccccc1)c1ccccc1,0.53
Cc1cccc(-n2ncc3c(NCc4cccs4)ncnc32)c1,0.27
CCCCNS(=O)(=O)c1ccc(OC)cc1,0.28
Cc1ccc2nc(NC(=O)COC(=O)c3ccc(Br)o3)sc2c1,-0.025

# Other structures follow:
SMILES,Cav3 T inh
CCCCCCS(=O)Cc1ccccc1 (stereo unspecified),0.51
O=C(c1cccs1)N1CCN(C(=O)c2ccco2)c2ccccc2C1,1
CCOC(OCC)P(=O)(c1ccccc1)c1ccccc1,-0.37
COc1ccc(C(=O)/C=C/c2ccccc2)c(OC)c1,-1.1
Cc1ccc(Cn2nnc3c(=O)n(CC(=O)OCc4ccccc4)cnc32)cc1,-1.7
CC(C)NC(=O)CN1C(=O)C(=O)c2ccccc21,-3.6
COCc1cc(=O)[nH]c(/N=C(\N)Nc2ccccc2C)n1,-0.046
COc1cc(NS(=O)(=O)c2ccc(F)cc2)c(OC)cc1NC(C)=O,0.41
CCOC(=O)Cn1nnc(-c2cccc(OC)c2)n1,0.49
C=CCOc1ccccc1/C=C/C(=O)O,-0.22
O=C(COc1ccc(S(=O)(=O)NC2CCCCC2)cc1)N1CCN(c2ccc(F)cc2)CC1,-4.3
CC(C)Cc1nc2oc3c(N4CCN(CCO)CC4)ncnc3c2c2c1CCCC2,0.31
CC(C)Cn1c(NCCO)nc2ccccc21,-0.23
CCOC(=O)c1c(C2CC2)csc1NC(C)=O,-0.26
CC(C)CNC(=O)c1ccccc1NC(=O)c1ccccc1N(C)S(C)(=O)=O,0.34
COc1ccc(NC(=O)CN(c2cc(C)cc(C)c2)S(=O)(=O)c2c(C)noc2C)cc1,-3.6
O=C(CSc1nccc(=O)[nH]1)Nc1ccc(F)c(Cl)c1,2.4
CCN1CCN(S(=O)(=O)c2cc(OCC(=O)NC3CCCCC3)c(C)cc2Cl)CC1,1.3
Cc1cccc(NC(=O)C2CCN(S(=O)(=O)c3c(C)nn(C)c3C)CC2)n1,0.21
Cc1cc(NC(=O)CSc2n[nH]c(CC(C)C)n2)no1,-1
CC(=O)c1sc2nc(-c3cccs3)cc(C(F)(F)F)c2c1N,-1.4
COc1ccc(N2C(=O)CSC23CCCCC3)cc1,0.27
O=C(CSc1nnnn1-c1ccc(Cl)cc1)N1CCc2ccccc2C1,-0.48
Cc1ccc(C(C2=C(O)CC(C)(C)CC2=O)C2C(=O)CC(C)(C)CC2=O)o1 (stereo unspecified),3.2
O=C(O)c1ccc(S(=O)(=O)c2ccc3c(c2)C(=O)N(Cc2ccco2)C3=O)cc1,0.6

# Later entries.
SMILES,Cav3 T inh
O=C(Nc1nc2c(s1)CN(Cc1ccccc1)CC2)c1cccc(S(=O)(=O)N2CCc3ccccc32)c1,-2.6
CS(=O)(=O)N(CC(=O)N1CCN(c2cccc(Cl)c2)CC1)c1cccc(F)c1,-6.3*
O=P(OC1CCCCC1)(OC1CCCCC1)C(O)c1ccc(Cl)cc1Cl (stereo unspecified),-0.15
COC(=O)c1ccccc1N(C)S(C)(=O)=O,-0.17
Cc1ccc(NC(=O)CC2S/C(=N/c3nccs3)N(C)C2=O)c(C)c1 (stereo unspecified),0.38
C=CCNC(=O)c1onc(CSc2cccc(OC)c2)c1C(=O)NCC=C,0.071
Cc1ccc(C)c(NC(=S)N2CCCCCC2)c1,0.28
COC(C/C=C/[C@@H](O)[C@@H](C)OCc1ccccc1)OC,-0.12
